Screens: PubChem BioAssay, The Scripps Research Institute Molecular Screening Center
SRC3 TRFRET art = TR-FRET artefact, counter-screen to PPARgamma/SRC-3 agonist assay; PPARgamma/SRC-3 format; hits give high values; TR-FRET ratio at 8 µM; 99,000 compounds, 0.39% hits; in the data active = TR-FRET ratio above about 2000; note: inactives centre near 1600; reference of the scale not given here
SRC1 TRFRET art = counter-screen for PPARgamma SRC-1 recruitment agonists: TR-FRET artefact; TR-FRET detection artefact counter-screen, emission ratio; hits give high values; TR-FRET ratio at 8 µM; 99,000 compounds, 0.34% hits; in the data active = TR-FRET ratio above about 2300; note: inactives centre near 1800; reference of the scale not given here
Active calls of the source: *.

mol	SRC3 TRFRET art	SRC1 TRFRET art
Cc1cc(C)n(-c2ccc([N+](=O)[O-])cc2-c2nn[nH]n2)n1	1610	1775
COc1ccc(CCNC(=S)NC2CCN(Cc3ccccc3)CC2)cc1	1519	1849
Cc1ccc(S(=O)(=O)N(C)C)cc1NC(=S)N1CCCCC1CO (stereo unspecified)	1456	1490
CSC1=NCCN1S(=O)(=O)c1ccc(NC(C)=O)cc1	1562	1589
O=C(Cc1cccs1)N1CCN(c2ccc([N+](=O)[O-])cc2)CC1	1647	1681
CSCCC(NS(=O)(=O)c1ccc(Cl)cc1)C(=O)OCC(=O)c1c(C)[nH]c2ccccc12 (stereo unspecified)	1538	1637
COc1ccc(N2CCN(C(=O)CN3CCN(C(c4ccccc4)c4ccccc4)CC3)CC2)cc1	1430	1752
Cc1ccc([N+](=O)[O-])cc1S(=O)(=O)Nc1ccc(N2CCOCC2)cc1	1693	1620
Cc1onc(-c2ccccc2)c1C(=O)N1CCOC12CCN(c1cccc(F)n1)CC2	1544	1952
Cc1ccccc1-c1nsc(SCC(=O)c2ccc(Cl)cc2)n1	1499	1903
Cc1c(NC(=O)c2cc3c(s2)-c2ccccc2OC3)cccc1[N+](=O)[O-]	1575	1704
CCN(CC(=O)Nc1cccc(F)c1)Cc1nc2ccccc2c(=O)[nH]1	1540	1784
CCOc1ccc(NC(=O)c2nsc(Cl)c2Cl)cc1	1500	1406
Cc1ccc2nc3cc([N+](=O)[O-])cc([N+](=O)[O-])c3cc2c1	1592	1965
CC1CC(C)CN(c2cc3c(cc2[N+](=O)[O-])C(=O)N(c2ccccc2)C3=O)C1 (stereo unspecified)	1512	1656
CCOC(=O)C1(Cc2ccccc2)CCN(Cc2cn(CC(=O)OC)c3ccccc23)CC1	1667	1590
O=[N+]([O-])c1ccc(Oc2ccc(/C=N/O)cc2)nc1	1573	1819
COc1ccc(C/C(N)=N/OC(=O)c2ccc(Cl)cc2)cc1	1560	1872
O=S(=O)(c1cccc(C(F)(F)F)c1)N1CCN(C(=S)NC2CC2)CC1	1618	1986
O=C(OCCN1CCOCC1)C(c1ccccc1)c1ccccc1	1641	1578
CC1(C)CC(=O)c2cc3c(nc2C1)CC(C)(C)CC3=O	1450	1793
Cc1cccc(CSc2nc3[nH]ncc3c(=O)[nH]2)c1	1483	1586
Cc1sc2nc(CN3CCOCC3)nc(Cl)c2c1C	1634	1886
CC(=O)c1ccc(NS(=O)(=O)c2c(C)cc(C)cc2C)cc1	1549	1587
COc1ccc(NC(=O)/C(C#N)=C/c2ccc(OCc3ccccc3F)cc2)cc1	1650	2070
Cc1ccc(N(CC(=O)NCCc2ccc(F)cc2)S(=O)(=O)c2ccc(Cl)c([N+](=O)[O-])c2)c(C)c1	1714	2010
COc1cccc(C2CCCN2Cc2nc(CCC(C)C)no2)c1 (stereo unspecified)	1453	1754
N/C(=N\OC(=O)Cc1ccccc1[N+](=O)[O-])c1cccc(Br)c1	1362	1623
CSC1=NC(=O)/C(=C\c2cccc3ccccc23)S1	1524	1826
CCC1CO/C(=C(\C(Cl)=C(Cl)Cl)[N+](=O)[O-])N1 (stereo unspecified)	1605	1916

In the list so far, 4 contain an NH in an aromatic ring.
mol	SRC3 TRFRET art	SRC1 TRFRET art
Cc1cc(C)n(-c2ccc([N+](=O)[O-])cc2-c2nn[nH]n2)n1	1610	1775
CSCCC(NS(=O)(=O)c1ccc(Cl)cc1)C(=O)OCC(=O)c1c(C)[nH]c2ccccc12 (stereo unspecified)	1538	1637
CCN(CC(=O)Nc1cccc(F)c1)Cc1nc2ccccc2c(=O)[nH]1	1540	1784
Cc1cccc(CSc2nc3[nH]ncc3c(=O)[nH]2)c1	1483	1586

(next part)
mol	SRC3 TRFRET art	SRC1 TRFRET art
CCOC(=O)c1cccc(C(=O)Nc2nc3ccc(OC)cc3s2)n1	1440	1810
CCC(C)NC(=O)C1=C(C)C(=O)OC12CCC(C)CC2 (stereo unspecified)	1560	1797
O=C(CN1CCN(C(=O)c2c(F)cccc2F)CC1)Nc1ccccc1F	1603	1943
O=C(N/N=C\CCc1ccccc1)c1ccco1	1521	1631
COCc1cc(C)nc(SCC[N+](C)(C)CC(=O)Nc2cccc(C)c2)c1C#N	1396	1760
CCn1ncc([N+](=O)[O-])c1C(=O)NC1CCCCC1	1524	1666
CCOc1ccc(CN2CCN(Cc3ccon3)CC2CCO)cc1 (stereo unspecified)	1791	1749
Cc1ccc(CCNC(=O)CCSCc2ccc(Cl)cc2)cc1	1552	1690
Cn1c(O)c(N=NC(=O)c2ccccc2O)c2ccccc21	1741	1760
Cc1cccc2sc(N(CCCN(C)C)C(=O)c3ccc(Cl)s3)nc12	1691	1789
CCc1cccc(CC)c1NC(=O)COC(=O)C1(c2ccc(Cl)cc2)CCCC1	1515	1841
COc1cc(/C=N/Nc2nc3c(c(=O)n(C)c(=O)n3C)n2Cc2ccccc2)ccc1OC(=O)c1ccco1	1458	1839
COc1ccc(CNC(=O)c2cccc(S(=O)(=O)N3CCN(C)CC3)c2)cc1	1461	1834
COC(=O)C1=C(C)NC(=S)N(C(C)=O)C1c1ccc(OC)c(OC)c1 (stereo unspecified)	1621	1813
CCCn1nnnc1NCc1c(Cl)cccc1Cl	1249	1610
Cc1ccc2nc(CSc3nnc(Nc4ccccc4F)s3)cc(=O)n2c1	1592	1773
Cc1noc(NS(=O)(=O)c2ccc(N/C=C\C(=O)c3cccs3)cc2)c1C	1472	1966
CCCCCOc1ccc(NC(=O)CSc2cccc3cccnc23)cc1	1536	1703
Cc1ccc2c(CC(=O)NC3CCCc4ccccc43)coc2c1 (stereo unspecified)	1655	1570
CCOc1ccc(N2C(=O)CC(N(CCc3ccc(OC)cc3)C(=O)/C=C/C(=O)O)C2=O)cc1 (stereo unspecified)	1370	1845
C/C(=N\NC(=S)NC1CCCCC1)c1ccc(O)cc1	1440	1853
CN(NC(=O)C1CC(=O)N(c2ccccc2)C1)C1=NS(=O)(=O)c2ccccc21 (stereo unspecified)	1578	1805
COCCCNC(=O)CN1C(=O)/C(=C\c2ccc(C)cc2)Sc2ccccc21	1681	1888
COc1ccc2nc(SCC(=O)NCC(F)(F)F)[nH]c2c1	1583	1892
CCOC(=O)N1CCN(c2ncnc3c2oc2nc(C(C)C)c4c(c23)CCC4)CC1	1432	1812
COCCNC(=O)/C(C#N)=C/c1ccc(OCc2ccc(F)cc2)cc1	1691	1749
COc1ccc(C(=O)/C=C/C(=O)N(Cc2ccc(F)cc2)C(C(=O)NC2CCCCC2)c2ccncc2)c(O)c1 (stereo unspecified)	1729	1785
Cc1c(C(=O)Nc2nc3ccccc3[nH]2)cccc1[N+](=O)[O-]	1551	1978
CCCCCc1nnc(NS(C)(=O)=O)s1	1615	1636
COc1cccc(/C=C(/C#N)c2ccc(Cl)cc2)c1OCc1cccc(C(=O)O)c1	1518	2043

Other structures follow:
Every second line gives: SRC3 TRFRET art | SRC1 TRFRET art
- COc1ccc(-c2cc(CNS(=O)(=O)c3ccc(F)cc3)on2)cc1
→ 1682 | 1806
- Cn1c(=O)c2c(nc(N3CCCCC3)n2CCCNC2=NCCCC2)n(C)c1=O
→ 1536 | 1677
- COc1cccc(NC(=O)N2CCN(c3nnnn3-c3ccccc3)CC2)c1
→ 1555 | 1571
- COc1ccc(C(=O)CSc2nc3ccc([N+](=O)[O-])cc3[nH]2)cc1
→ 1686 | 1943
- CN(C)C(CNC(=S)Nc1ccccc1)c1cccnc1 (stereo unspecified)
→ 1610 | 1888
- Cc1ccc(OCCOc2ccc(Br)cc2)c([N+](=O)[O-])n1
→ 1568 | 1808
- C=CCSc1nc(=O)n2ccc(C)cc2n1
→ 1637 | 1713
- CC(C)CNC(=O)CO/N=C/c1ccccc1Cl
→ 1368 | 1605
- O=C1CC(c2ccccc2Cl)Cc2c1cnn2-c1nc2ccccc2s1 (stereo unspecified)
→ 1840 | 1827
- CC(OC(=O)COc1ccccc1[N+](=O)[O-])C(=O)Nc1ccc(N2CCOCC2)cc1 (stereo unspecified)
→ 1681 | 1830
- O=C(c1cc(F)ccc1F)C1CCCN(C(=O)c2cccs2)C1 (stereo unspecified)
→ 1442 | 1623
- COc1ccc(OC(C)C(=O)N2CCCc3ccccc32)cc1 (stereo unspecified)
→ 1427 | 1727
- CCn1cc(C(=O)NCc2ccccc2Cl)cn1
→ 1431 | 1754
- CCN(C(=O)c1ccc(Cl)cc1[N+](=O)[O-])c1ccccc1C
→ 1374 | 1609
- Cc1c(Cl)cccc1NC(=S)NC1CCN(C(C)C)CC1
→ 1552 | 1590
- O=C(CN(C(=O)Cn1nnc(-c2ccccc2F)n1)c1cnc2ccccc2c1)NCC1CCCO1 (stereo unspecified)
→ 1577 | 1700
- COC(=O)c1ccc(N2C(=O)c3cc(N4CCOCC4)c([N+](=O)[O-])cc3C2=O)cc1
→ 1388 | 1795
- CCOc1ccc(C(=O)Nc2cccc3ncccc23)cc1Br
→ 1506 | 1560
- CC(C)N1CCC(N2CCN(CCCc3ccccc3)CC2CCO)CC1 (stereo unspecified)
→ 1631 | 1848
- COC(=O)c1cc(-c2ccc(NC(C)=O)cc2)nc2ccccc12
→ 1469 | 2091

Whole records as entered above:
`CCN(CC(=O)Nc1cccc(F)c1)Cc1nc2ccccc2c(=O)[nH]1` is listed with SRC3 TRFRET art = 1540; SRC1 TRFRET art = 1784
`COc1cccc(C2CCCN2Cc2nc(CCC(C)C)no2)c1` (stereo unspecified) is listed with SRC3 TRFRET art = 1453; SRC1 TRFRET art = 1754
`CCCCCc1nnc(NS(C)(=O)=O)s1` is listed with SRC3 TRFRET art = 1615; SRC1 TRFRET art = 1636

Additional structures follow:
Every second line gives: SRC3 TRFRET art | SRC1 TRFRET art
- O=C(N/N=C/c1cccc(C(F)(F)F)c1)c1ccc(O)cc1
→ 1718 | 2054
- CC1CCN(CCOCCOc2ccccc2-c2ccccc2)CC1
→ 1530 | 1724
- CCOC(=O)C1(Cc2cccc(F)c2)CCN(C(=O)c2ccoc2C)CC1
→ 1563 | 1666
- CN(c1ccccc1)S(=O)(=O)c1cccc(NC(=O)CN2CCc3ccccc3C2)c1
→ 1572 | 1664
- Cc1ccc2oc(=O)n(CCOc3ccccc3C)c2c1
→ 1652 | 1920
- O=C1NC(c2cccc([N+](=O)[O-])c2)Oc2ccccc21 (stereo unspecified)
→ 1671 | 2004
- CCOc1ncccc1C(=O)OCC(=O)Nc1cc(S(=O)(=O)N(CC)CC)ccc1C
→ 1445 | 1567
- Cn1cc(SCC(=O)NCc2ccc(F)cc2)c2ccccc21
→ 1621 | 1511
- N#C/C(=C\c1ccc([N+](=O)[O-])cc1)c1nc(C2CC2)cs1
→ 1428 | 1783
- CC(Oc1cccc(Cl)c1)C(=O)Nc1ccc([N+](=O)[O-])cn1 (stereo unspecified)
→ 1804 | 2176
- COc1ccc(C(=O)CSc2cc(C)nc3nc(C)nn23)cc1OC
→ 1338 | 1745
- CC(C)N(C(=O)COC(=O)[C@@H]1CC(O)CN1S(=O)(=O)c1ccc(C(C)(C)C)cc1)C(C)C (stereo partly specified)
→ 1547 | 1936
- CC(=O)OC[C@H]1O[C@H](CCO/N=C(\C)CCN2CCCc3nc(C)c(C)cc32)C=C[C@@H]1OC(C)=O
→ 1489 | 1664
- O=C(CSc1nc2ccccc2[nH]1)Nc1ccc2c(c1)CCC2
→ 1426 | 1629
- Nc1cc(OCC(F)(F)F)cc(OCC(F)(F)F)c1
→ 1472 | 1590
- O=C(c1ccc([N+](=O)[O-])cc1)N1CCSC1c1ccccc1Cl (stereo unspecified)
→ 1723 | 2102
- Cc1cc(C)nc(SCc2cc(=O)c(OC(=O)c3ccc(Cl)c([N+](=O)[O-])c3)co2)n1
→ 1496 | 1842
- COc1ccc2c(c1)c(CC(=O)OCC(=O)O)c(C)n2C(=O)c1ccc(Cl)cc1
→ 1587 | 1708
- C=CCNC(=S)NNC(=O)c1cc(O)ccc1O
→ 1638 | 1897
- NC(=O)c1ccc(C(=O)c2ccc([N+](=O)[O-])cc2)cc1
→ 1599 | 1751
- CC(=O)Nc1ccc(NS(=O)(=O)c2ccc(Cl)s2)cc1
→ 1649 | 1803
- O=C(CCCn1c(=O)oc2ccccc21)NC1CCCCCC1
→ 1368 | 1845
- O=C(NNC(=S)NC1CCCCC1)c1ccccc1O
→ 1543 | 1872
- N#CC1=C(N)Nc2nc3ccccc3n2C1c1ccc(Cl)cc1 (stereo unspecified)
→ 1580 | 1841
- COc1ccc(N2CCN(C(=O)CC34CC5CC(CC(C5)C3)C4)CC2)c([N+](=O)[O-])c1
→ 1482 | 1502
- CCn1cc(C(=O)N2CCN(c3ccccn3)CC2)c(=O)c2cc(S(=O)(=O)N3CCC(C)CC3)ccc21
→ 1629 | 1530
- CC1CCc2nc3sc4c(c3c(N)c2C1)CCCC4 (stereo unspecified)
→ 1352 | 1710
- COc1cc(CC(=O)N/N=C/c2ccc([N+](=O)[O-])cc2)c([N+](=O)[O-])cc1OC
→ 1495 | 1795
- CC(=O)c1ccc(NC(=S)N2CCCC(C(F)(F)F)C2)cc1 (stereo unspecified)
→ 1739 | 2045
- CCC1(C)CC2(CCCN(CCC(=O)c3ccccc3)C2)CCO1 (stereo unspecified)
→ 1728 | 1824
- CCOc1ncccc1C(=O)Nc1cc(S(=O)(=O)N2CCOCC2)ccc1N1CCCC1
→ 1492 | 1774
- C[C@@H](O)c1nc2ccccc2n1N
→ 1593 | 1701
- O=C(CCNC(=O)c1ccccc1Cl)NC1=NCCS1
→ 1609 | 1732
- Fc1ccc(C2=CSC3=NCCN23)cc1
→ 1570 | 1593
- CNC(=S)N(CCc1c(C)[nH]c2ccccc12)Cc1ccco1
→ 1662 | 1911
- Cc1cc(-c2csc(NC(=O)c3ccc(C#N)cc3)n2)c(C)n1Cc1ccccc1
→ 1762 | 1978
- O=[N+]([O-])c1cccc(-n2cccc2/C=N/Nc2nc(N3CCCCC3)nc(N3CCCCC3)n2)c1
→ 1394 | 1542
- Cc1ccc(-c2cc(C(=O)Nc3cc(C)on3)c3ccccc3n2)cc1
→ 1598 | 1659
- CC(C)CCCNc1nc(N2CCOCC2)nc(N2CCOCC2)n1
→ 1592 | 1675
